TDP43 rescue = qHTS of TDP-43 Inhibitors. TDP-43 expressing yeast growth rescue, BacTiter-Glo, 24 h. Potency, µM (series often up to 46.1 µM), for inactives: at the top dose growth rescue (activation), actives largely listed as activators. 1.8% of 410,000 active. AID 652104, 2013; also: % of control where 0% means no effect; nearly all actives have a fitted effect of over 50% in size
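Yeast cells expressing TDP-43 under galactose induction are exposed to compounds for 24 hr at 30 deg C. BacTiter-Glo luminescence measures growth, so protective compounds score as activators.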
FUS yeast rescue = qHTS for Suppressors of FUS Proteinopathy: Primary screen using FUS-linked yeast assay | S. cerevisiae FUS-expressing, growth rescue, OD600, 24 h | Potency, µM (highest dose often 76.6 µM), inactives show top-dose growth rescue (activation), most hits filed as activators | 0.24% of 390,000 active;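 also: plate controls were DMSO vehicle for no effect and reference control for full effect; nearly all actives have a fitted effect of over 55% in size; some results filed as inactive show a strong effect at the top dose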
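Yeast expressing FUS under galactose induction, OD 0.005 in 2% galactose medium; compounds in a dilution series, 24 h at 30C. Growth rescue by absorbance at 600 nm; CP55940 positive control, DMSO negative.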
EPAC2 antag = qHTS for Antagonist of cAMP-regulated guanine nucleotide exchange factor 2 (EPAC2): primary screen; 0.18% of 360,000 active; EPAC2 GEF exchange of Rap1B-BODIPY-GDP, fluorescence; AID 720708, 2013; Potency, µM (series often up to 114 µM), for the others: top-dose activity, negative = inhibition, usual class: inhibitors; Rap guanine nucleotide exchange factor 4 (Homo sapiens), Q8WZA2; also: % is scaled to controls: 0 for no effect and ±100 for the full control effect; nearly all actives have a fitted effect of over 45% in size; many of its hits are not listed in these tables
aSyn yeast inh = qHTS of alpha-syn Inhibitors. Yeast expressing alpha-synuclein, growth rescue, BacTiter-Glo, 24 h. Potency, µM (highest dose often 46.1 µM), for inactives: at the top dose growth rescue (activation), hits mostly activators. 0.14% of 370,000 active. AID 652106, 2013; also: % of control where 0% means no effect; nearly all actives have a fitted effect of over 65% in size
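Readout is rescue of growth in alpha-synuclein-expressing yeast, so inhibitors of toxicity appear as activators. Growth after 24 hr at 30 deg C in galactose medium is quantified by luminescence.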
PTHR1 ag = qHTS for PTHR1 Agonists: Primary Screen; Parathyroid hormone/parathyroid hormone-related peptide receptor (Homo sapiens), Q03431; HEK293 GP2 PTHR1 cells, GloSensor cAMP luminescence, 1 h; Potency, µM (top dose mostly 115 µM), inactives show top-dose activation, actives largely listed as activators; 0.075% of 410,000 active; AID 743266, 2014; also: nearly all actives have a fitted effect of over 55% in size; some results filed as inactive show a strong effect at the top dose; inactives centre near -15; many of its hits are not listed in these tables
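HEK-293-derived GP2 cells expressing PTHR1 and a GloSensor cAMP reporter, 3,000/well, plated overnight, given luciferin plus IBMX (each 0.5 mM as added) for 1 h at 37 °C, then compound for 1 h at 37 °C. Luminescence was read after 15 min at room temperature.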
EPAC1 agonist = qHTS for Agonist of cAMP-regulated guanine nucleotide exchange factor 3 (EPAC1): primary screen; Rap guanine nucleotide exchange factor 3 (Homo sapiens), O95398; EPAC1 agonist qHTS, biochemical assay; response scale: 100% = response to 6.5 mM cAMP; Potency, µM (highest dose often 154 µM), for the others: at the top dose activation, most hits filed as activators; 0.073% of 360,000 active; AID 720707, 2013; also: nearly all actives have a fitted effect of over 60% in size
Target sequence (O95398 whole entry, looked up): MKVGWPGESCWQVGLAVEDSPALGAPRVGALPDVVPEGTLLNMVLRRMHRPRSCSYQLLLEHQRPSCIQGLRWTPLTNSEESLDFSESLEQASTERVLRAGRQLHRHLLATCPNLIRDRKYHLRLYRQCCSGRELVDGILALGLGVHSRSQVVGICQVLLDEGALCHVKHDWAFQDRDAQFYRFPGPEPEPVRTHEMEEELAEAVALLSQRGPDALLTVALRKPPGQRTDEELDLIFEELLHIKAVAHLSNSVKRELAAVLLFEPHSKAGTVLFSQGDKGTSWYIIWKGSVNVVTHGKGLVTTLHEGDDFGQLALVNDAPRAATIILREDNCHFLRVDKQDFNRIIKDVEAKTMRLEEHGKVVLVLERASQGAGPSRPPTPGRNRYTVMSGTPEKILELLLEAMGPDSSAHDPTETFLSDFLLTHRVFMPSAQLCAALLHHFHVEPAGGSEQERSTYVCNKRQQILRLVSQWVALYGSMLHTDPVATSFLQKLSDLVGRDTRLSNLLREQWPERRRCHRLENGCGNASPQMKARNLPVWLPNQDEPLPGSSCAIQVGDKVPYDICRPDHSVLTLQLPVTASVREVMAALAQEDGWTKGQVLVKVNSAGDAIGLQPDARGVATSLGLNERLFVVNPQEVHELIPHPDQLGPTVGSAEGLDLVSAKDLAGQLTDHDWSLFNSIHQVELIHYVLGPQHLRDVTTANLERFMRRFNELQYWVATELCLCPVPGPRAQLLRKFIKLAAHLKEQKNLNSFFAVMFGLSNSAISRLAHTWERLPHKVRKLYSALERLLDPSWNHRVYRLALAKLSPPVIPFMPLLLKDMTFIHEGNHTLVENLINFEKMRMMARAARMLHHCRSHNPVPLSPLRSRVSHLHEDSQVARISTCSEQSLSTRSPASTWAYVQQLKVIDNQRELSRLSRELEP
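Compounds were pinned as a concentration titration into mixtures of EPAC1 (100 nM), BODIPY-GDP-loaded Rap1B (250 nM) and GDP (50 uM). After 5 min at room temperature, fluorescence was followed for 30 min; activity was scaled to 6.5 mM cAMP.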
EPAC1 antag = qHTS for Antagonist of cAMP-regulated guanine nucleotide exchange factor 3 (EPAC1): primary screen; Rap guanine nucleotide exchange factor 3 (Homo sapiens), O95398; EPAC1 GEF assay, Rap1b-BODIPY-GDP exchange fluorescence; Potency, µM (highest dose often 115 µM), for inactives: at the top dose activity change, negative = inhibition, most hits filed as inhibitors; 0.14% of 360,000 active;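 also: plate controls were vehicle for no effect and positive control for full effect; nearly all actives have a fitted effect of over 50% in size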
EPAC2 agonist = qHTS for Agonist of cAMP-regulated guanine nucleotide exchange factor 4 (EPAC2): primary screen; Rap guanine nucleotide exchange factor 4 (Homo sapiens), Q8WZA2; EPAC2 activation, biochemical qHTS; response scale: 100% = 6.5 mM cAMP response; Potency, µM (doses to about 154 µM), for the others: at the highest dose activation, usual class: activators; 0.079% of 360,000 active; AID 720711, 2013; also: nearly all actives have a fitted effect of over 50% in size
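Setup: EPAC2 100 nM, labeled Rap1B complex 250 nM, free GDP 50 uM. Compound titrations pinned in, brief spin, 5 min room temperature incubation. Kinetic fluorescence read over 30 min, normalized to 6.5 mM cAMP.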
An asterisk follows results filed as active; i = inactive; ? = inconclusive; / = no result given; [ ] = remark or other dose. Calls follow the shape of the dose curve; as a rule, active = well fitted curve in the direction sought with a large enough effect; inconclusive = small, poorly fitted or top-dose-only effect, or another doubt; inactive = no such curve, though single readings can be large; an effect the other way counts as inactive or inconclusive. Potency is read from the fitted curve at half-maximal effect.

Order of results – TDP43 rescue, FUS yeast rescue, EPAC2 antag, aSyn yeast inh, PTHR1 ag, EPAC1 agonist, EPAC1 antag, EPAC2 agonist
(1) COc1ccc(/C=N/OC(=O)Nc2ccccc2OC)cc1
    -14%, 7%, ?, -1%, -36%[inhibitor], 4%, -8%, 2%
(2) O=C(NOCc1ccccc1)c1ccccc1
    23%, -19%, 4%, 1%, -16%, 2%, -15%, 13%
(3) O=C(Cn1cnc2ccccc21)N/N=C/c1ccccn1
    4%, -4%, 0%, 0%, i, 14%, -13%, 16%
(4) O=C(CSc1nc2ccccc2s1)NC1CCCc2ccccc21 (centres undefined)
    11%, -8%, 0%, -7%, -2%, -1%, 12%, 11%
(5) NC(=O)c1cccc(-c2csc(C(O)c3cccc(Cl)c3)n2)c1 (centres undefined)
    4%, 0%, -9%, -1%, -42%[inhibitor], 1%, -9%, -2%
(6) CC(C)(C)S(=O)N1Cc2cc(C(=O)NCc3ccc(Oc4ccccc4)cc3)nc(-c3cccc(-c4cc5ccccc5o4)c3)c2[C@@H]1CCO (some centres undefined)
    22µM*, 32µM*, 5%, -32%[inhibitor], -25%, 3%, 6%, 2%
(7) CCOC(=O)C1=C(C)N=c2sc(=C(C)C)c(=O)n2C1c1ccc(N(C)C)cc1 (centres undefined)
    -13%, 12%, -5%, 1%, i, 6%, 2%, 3%
(8) CC1(C(=O)NCc2ccccc2Br)CCN1Cc1ccc(-c2ccccn2)cc1 (centres undefined)
    0%, -12%, -15%, ?, -58%[inhibitor], -5%, -13%, 5%
(9) CCNC(=O)C1(C)CCCN(C(=O)c2csc3ccccc23)C1 (centres undefined)
    6%, -7%, 0%, 8%, 7%, 6%, -25%, 3%
(10) CN(C)c1ccc(NC(=S)NC(=O)/C=C/c2ccc(Cl)cc2)cc1
    -15%, 36%, 15%, -13%, -4%, -1%, 8%, -7%
(11) C=CCc1ccc(OCCOCCNCCCC)c(OC)c1
    -10%, -1%, 0%, 1%, i, 3%, -3%, 6%
(12) Cc1ccc(S(=O)(=O)N2CCOCC2)cc1NS(=O)(=O)c1ccc(F)c(F)c1
    -5%, -1%, -11%, -3%, -24%, 6%, 16%, 12%
(13) O=C(O)c1cc(S(=O)(=O)Nc2ccccc2Cc2ccccc2)ccc1Cl
    -7%, 9%, -2%, 6%, i, 1%, 16%, 5%
(14) COc1ccc(NS(=O)(=O)c2cc(NC(=O)c3cc(F)c(F)cc3Cl)ccc2N2CCOCC2)cc1
    -30%[inhibitor], 9%, 12%, 15%[1.84 µM], -91%[inhibitor], -6%, 16%, 24%
(15) Cc1cc(Cl)nc(Cl)c1C(=O)NCCc1ccccc1
    13%, 16%, -2%, -1%[1.84 µM], -6%, 2%, 11%, 4%
(16) COc1ccc(NS(=O)(=O)c2cccc(C(=O)NN=Cc3ccc(OC)cc3OC)c2)cc1
    8%, /, -5%, 3%, i, -7%, -2%, -2%
(17) O=C(COc1ccc(S(=O)(=O)NC2CCCCC2)cc1)N1CCN(c2cccc(Cl)c2)CC1
    -5%, 10%, -3%, 18%, -12%[57.5 µM], 6%, 7%, 12%
(18) Cc1ccc(C(=O)NN2C(=O)c3ccc(S(=O)(=O)c4ccc(C(=O)O)cc4)cc3C2=O)cc1
    -8%, 19%, 15%, -4%, i, 2%, -12%, 3%
(19) O=C(CN1C(=O)NC(CCc2ccccc2)C1=O)Nc1cccc(Br)c1 (centres undefined)
    7%, 8%, 1%, 3%, -10%, -7%, 9%, -6%
(20) COc1ccccc1CNC(=O)COC(=O)c1ccc(S(=O)(=O)N2CCCC2)cc1
    -6%, 20%, -2%, 0%, i, -11%, -2%, -2%

Arranged by value in FUS yeast rescue (largest number first): six of the compounds above.
no.	Molecule	FUS yeast rescue
20	COc1ccccc1CNC(=O)COC(=O)c1ccc(S(=O)(=O)N2CCCC2)cc1	20%
17	O=C(COc1ccc(S(=O)(=O)NC2CCCCC2)cc1)N1CCN(c2cccc(Cl)c2)CC1	10%
5	NC(=O)c1cccc(-c2csc(C(O)c3cccc(Cl)c3)n2)c1 (centres undefined)	0%
11	C=CCc1ccc(OCCOCCNCCCC)c(OC)c1	-1%
3	O=C(Cn1cnc2ccccc21)N/N=C/c1ccccn1	-4%
8	CC1(C(=O)NCc2ccccc2Br)CCN1Cc1ccc(-c2ccccn2)cc1 (centres undefined)	-12%

Continuation.
Order of results – TDP43 rescue, FUS yeast rescue, EPAC2 antag, aSyn yeast inh, PTHR1 ag, EPAC1 agonist, EPAC1 antag, EPAC2 agonist
(21) O=C(NCc1cccc(F)c1)Nc1nnc([C@H]2C[C@H](O)[C@@H](CO)O2)s1
    11%, 1%, -4%, -7%, i, -7%, -7%, 3%
(22) CC1CCC2(CC1)NC(=O)N(CC(=O)N1CC(C)CC(C)C1)C2=O (centres undefined)
    -10%, /, -2%, -2%, i, 1%, 2%, 7%
(23) O=C(NCC1CCCN1S(=O)(=O)c1ccccc1)C(=O)NC1CC1 (centres undefined)
    4%, 10%, -2%, -1%, -24%, -6%, -9%, -7%
(24) COc1cc(C)ccc1OCc1cc(C(=O)N2CCCCCCC2)no1
    -30%, ?, -4%, 16%, -15%, -5%, 0%, -5%
(25) CC(C)n1nc(C(=O)Oc2ccc(Cl)cc2)c2ccccc2c1=O
    13%, /, 1%, -10%, i, 6%, -26%, 4%
(26) O=C1/C(=C\c2ccccc2)CN(C(=O)CCN2CCCCC2)C/C1=C/c1ccccc1
    -18%, /, 1%, 17%, -30%, 7%, 4%, 0%
(27) COc1ccc(-c2oc3c(c2C(=O)OCCO)C(OCCCO)CCC3)cc1 (centres undefined)
    6%, 4%, 5%, -11%, i, 9%, -4%, 6%
(28) Cc1ccc(-c2cc(C(=O)NCc3ccc4c(c3)OCO4)no2)cc1
    -13%, -3%, 21%, -2%, 4%, 9%, 0%, 8%
(29) C/C=C/c1ccc(OCCOCCOc2cccc3cccnc23)c(OC)c1
    11%, /, -12%, -8%, -44%[inhibitor], -61%[inhibitor], ?, -4%
(30) FC(F)(F)c1cccc(NC(=S)Nc2ccc(Cl)c(Cl)c2)c1
    -93%[inhibitor], -1%, -16%, -55%[inhibitor], -21%, 8%, -5%, 6%
(31) O=C(Nc1ccccc1)N1CCCN(c2nccc(C(F)(F)F)n2)CC1
    13%, 3%, -6%, 7%, -4%, 3%, 4%, 2%
(32) CCCCCCCCNC(=O)/C(C#N)=C/c1ccc2c(c1)OCCO2
    6%, -7%, -23%[57.1 µM], 4%, -8%, 4%, 8%, 4%
(33) Cc1ccc(/C=N/n2c(-c3cccc(Cl)c3)n[nH]c2=S)o1
    -7%, 27%, -6%, 8%, i, 9%, -1%, 9%
(34) N/C(=N\OC(=O)Cc1cccs1)c1ccccc1
    ?, 15%, 5%, 3%, -15%[57.5 µM], 2%, 0%, -1%
(35) O=C(O)c1ccc(OCCn2ccnc2)cc1
    16%, -26%, 16%, -2%, -1%, -15%, 3%, 1%
(36) CN1CCN(C(=O)c2ccc(N3CCCC3=O)cc2)CC1
    -16%, -9%, 20%, -27%, i, 6%, 16%, 4%
(37) CCOc1ccc(-c2cc(C(=O)N3CCN(C)CC3)c3ccccc3n2)cc1
    -17%, -11%, 6%, 4%, -11%, 2%, 10%, -5%
(38) c1ccc(-c2nnc(SCC3CCCCO3)nc2-c2ccccc2)cc1 (centres undefined)
    22%, 13%, -8%, -6%, i, 19%, -13%, 11%
(39) Oc1ccc(C(=S)N2CCCC2)cc1
    9%, 6%, 4%, 1%, -4%, -19%, 0%, -7%
(40) O=S(=O)(c1ccc2c(c1)OCCO2)N1CCC(n2nnc3cc(C(F)(F)F)ccc32)CC1
    ?, 33%, -6%, 0%, -13%[57.5 µM], -3%, ?, -4%
(41) CN(c1ccccc1)S(=O)(=O)c1cccc(NC(=O)CSc2ncn[nH]2)c1
    -8%, -7%, -1%, -2%, -67%[inhibitor], 9%, -5%, 12%
(42) COC(=O)C(C(=O)OC)C(C[N+](=O)[O-])c1ccc(OC)cc1 (centres undefined)
    17%, 12%, 6%, 4%, i, 9%, 6%, 11%
(43) CC(=O)c1c(Nc2ccccc2)sc(C(=O)c2ccccc2)c1C
    0%, /, -9%, 8%, -8%, 14%, -2%, 1%
(44) O=C(NC(c1ccc(Cl)cc1)c1c(O)ccc2ccccc12)c1ccccc1 (centres undefined)
    -3%, /, -14%, 9%, -13%, 2%, ?, 13%
(45) CCCOc1ccc(/C=C/C(=O)Nc2ccc([N+](=O)[O-])cc2)cc1
    16%, 11%, -2%, 2%, -9%, 8%, -13%, 11%
(46) CCOC(=O)c1ccc(NC(=O)CC2C(=O)N(c3ccc(F)cc3)C(=O)N2CCC(C)C)cc1 (centres undefined)
    -28%, 50%, -28%, 1%, 16%[57.5 µM], 15%, -15%, -13%
(47) O=C(c1ccc(NS(=O)(=O)c2cccc(F)c2)cc1)N1CCCCC1
    8%, 2%, 4%, 1%, -21%, 4%, 14%, 6%
(48) COc1ccc(OCc2cc(C(=O)NCC(C)Oc3cccnc3)no2)c(Cl)c1 (centres undefined)
    4%, 16%, -3%, 1%, -41%[inhibitor], 7%, 9%, 9%

Some of these compounds in order of heavy-atom count, rising:
Order of results – TDP43 rescue, FUS yeast rescue, EPAC2 antag, aSyn yeast inh, PTHR1 ag, EPAC1 agonist, EPAC1 antag, EPAC2 agonist
(43) CC(=O)c1c(Nc2ccccc2)sc(C(=O)c2ccccc2)c1C
    0%, /, -9%, 8%, -8%, 14%, -2%, 1%
(47) O=C(c1ccc(NS(=O)(=O)c2cccc(F)c2)cc1)N1CCCCC1
    8%, 2%, 4%, 1%, -21%, 4%, 14%, 6%
(46) CCOC(=O)c1ccc(NC(=O)CC2C(=O)N(c3ccc(F)cc3)C(=O)N2CCC(C)C)cc1 (centres undefined)
    -28%, 50%, -28%, 1%, 16%[57.5 µM], 15%, -15%, -13%

A portion of the library; rates above refer to the full screens.
